Bcl-B TR3 displacers: displacers of TR3 peptide from Bcl-B, primary screen, selectivity assay for Bfl-1 inhibitor project, biochemical, fluorescence polarization. Bcl-2-like protein 10 (Homo sapiens). FP displacement of FITC-TR3 peptide from Bcl-B; higher % means a stronger effect. displacement, % at 20 µM, or IC50 in µM where a hit was titrated. 96,000 tested, 0.11% active. AID 748, 2007;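 active = displacement above 50% at 20 µM plus a fluorescence interference ratio under 1.5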;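 note: plate controls were wells without compound for no effect and wells lacking Bcl-B protein for full effect; a part of the inactive calls stands beside numbers as strong as those of hits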
NFkB transloc inh: inhibitors of IL-1B driven NFkB p65 nuclear import, primary screen, imaging, HUVEC, IL-1B stimulus, high-content imaging; AID 796, 2007; 94,000 tested, 0.43% active; inhibition, % at 2 µM; HUVEC IL-1B NFkB p65 nuclear translocation imaging;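 active = inhibition above about 30% together with a positive call from visual inspection of the well image, limit read from the data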;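 note: nuclear over cytoplasmic p65 intensity ratio measured by imaging; 0% = IL-1B stimulated DMSO wells and 100% = unstimulated DMSO wells; values of inactives mirror those of a sister screen read the other way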
NFkB transloc pot: enhancers of NFkB p65 translocation in HUVEC – imaging, IL-1B stimulus, high-content imaging, primary screen. HUVEC IL-1B NFkB p65 nuclear translocation imaging. activation, % at 2 µM. 94,000 tested, 0.3% active. AID 819, 2007;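 active = activation above 40%, about the mean plus 3 SD, also judged a hit on visual image review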;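 note: percent activation is computed from the nuclear over cytoplasmic p65 intensity ratio; values of inactives mirror those of a sister screen read the other way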
MRP reversal: reversal of MRP1-mediated doxorubicin resistance, primary screen, H69AR cells, doxorubicin co-treatment; H69AR cells + 2 uM doxorubicin, CellTiter-Glo, 72 h; differential viability (reversal), % at 10 µM; 85,000 tested, 0.04% active; AID 602, 2007;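 active = viability drop by adding the cancer drug above about 55%, with treated viability meeting a 40% cutoff, limit read from the data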;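 note: viability without doxorubicin minus viability with 2 µM doxorubicin for each compound; larger differential means the compound sensitizes cells more to doxorubicin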
PLAP inhibition: PLAP enzyme inhibitors, biochemical, luminescence, HTS (AID 690); Alkaline phosphatase, placental type (Homo sapiens); purified PLAP, luminescent substrate; higher % means a stronger effect; inhibition, % at 20 µM, or IC50 in µM where a hit was titrated; 96,000 tested, 0.08% active; in the data active = a potency from the dose series; inactive = the rest, 99 in 100 with inhibition below about 30%; note: strong numbers were not always called active
MRP reversal cytotoxicity: further read-out of MRP reversal, marked with its call; viability, %; H69AR cells, CellTiter-Glo, 72 h; measured here: cytotoxicity without doxorubicin
MRP reversal with doxorubicin: second read-out of MRP reversal, no call of its own (marks repeat the call); viability, %; measured here: viability with 2 uM doxorubicin; active compounds read low
NFkB transloc inh cell count 2 µM: further read-out of NFkB transloc inh, marked with its call; cell count; measured here: cells passing quality filter;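 raw number of nuclei counted in each imaged well without normalization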
NFkB transloc pot cell count 2 µM: also measured in NFkB transloc pot; calls as there; cell count; measured here: cells passing quality filter
* marks the source's active call; other numbers are inactive results; . = no result given.

Second line of a record – Bcl-B TR3 displacers, NFkB transloc inh, NFkB transloc inh cell count 2 µM, NFkB transloc pot, NFkB transloc pot cell count 2 µM, MRP reversal, MRP reversal cytotoxicity, MRP reversal with doxorubicin, PLAP inhibition
Cc1cc(C(F)F)n2nc(C(=O)Nc3ccc(S(=O)(=O)N4CCCC4)cc3)nc2n1
 : -2%, 15, 102, -15, 102, 14, 97, 84, -11%
CSc1cccc(NC(=O)Cn2cccc2)c1
 : 3%, -1, 145, 1, 145, -9, 96, 104, -21%
O=C(c1ccco1)N1CCN(c2c(-c3ccccc3)c3cc(Cl)ccc3[nH]c2=O)CC1
 : -2%, 0, 170, 0, 170, -7, 101, 108, -33%
Cc1c(NC(=O)c2n[nH]c(=O)c3ccccc23)c(=O)n(-c2ccccc2)n1C
 : -1%, -1, 171, 1, 171, -5, 103, 108, -18%
CC(C(=O)Nc1ccccc1Sc1ccccc1)N(c1ccccc1)S(C)(=O)=O (stereo not given)
 : 8%, -2, 121, 2, 121, ., ., ., -19%
Cc1ccc(C(=O)Nc2ccccc2N2CCN(C(=O)C(C)C)CC2)cc1C
 : 4%, ., ., ., ., ., ., ., -56%
COc1ccc(/C(O)=C2/C(=O)C(=O)N(CCCC(=O)O)C2c2ccc(OC)c(OC)c2)cc1 (stereo not given)
 : 6%, 8, 174, -8, 174, 17, 106, 90, -16%
Cc1ccc(CNC(=O)C2CCC(=O)N2CCc2ccccc2)cc1 (stereo not given)
 : -13%, 13, 148, -13, 148, 1, 99, 99, -16%
Cc1noc(C)c1CSc1nc2ccccc2n1C
 : -4%, ., ., ., ., -3, 76, 79, 2%
CCCCOC(=O)Nc1ccc(C(C)C)cc1
 : ., -6, 157, 6, 157, -1, 91, 91, .
CCNC(=S)N(Cc1ccc(OC)cc1)C1CC(=O)N(c2ccc(OCC)cc2)C1=O (stereo not given)
 : 2%, 1, 109, -1, 109, ., ., ., 0%
Fc1ccc(Oc2cc(N3CCOCC3)nc(-c3ccccc3)n2)c(F)c1
 : 1%, -10, 115, 10, 115, ., ., ., -3%
COCCOC(=O)C1=C(C)OC(N)=C(C#N)C1c1ccco1 (stereo not given)
 : ., -18, 142, 18, 142, -7, 83, 89, .
CCCn1c(NCc2cccc(OC)c2O)nc2ccccc21
 : ., -3, 106, 3, 106, 8, 78, 70, .
Cc1c(NC(=O)c2cnn3c2NC(c2ccco2)CC3C(F)(F)F)c(=O)n(-c2ccccc2)n1C (stereo not given)
 : 1%, 5, 111, -5, 111, 13, 94, 81, -28%
CC1(C)CC(=O)C2=C(C1)Nc1ccccc1NC2c1cccnc1 (stereo not given)
 : 5%, ., ., ., ., -25, 56, 81, 2%
Cc1ccc(S(=O)(=O)N(C)CC(=O)O/N=C(\N)c2cccc([N+](=O)[O-])c2)cc1
 : 5%, -1, 131, 1, 131, 0, 79, 78, 4%
CC(C)C1N(c2ccccc2)C(N)=C(C#N)C1(C#N)C#N (stereo not given)
 : 0%, 1, 187, -1, 187, 4, 85, 82, 8%
CCOC(=O)N1CCN(C(=O)c2oc3ccc(S(=O)(=O)N4CCCCC4)cc3c2C)CC1
 : -9%, -6, 91, 6, 91, -8, 93, 101, -43%
CCC1CCc2c(c3ccccc3[nH]c2=O)O1 (stereo not given)
 : 2%, -6, 149, 6, 149, ., ., ., 14µM*
CCC1(CC)NC(=O)N(CC(=O)OCC(=O)Nc2cc(C)ccc2C)C1=O
 : -1%, 11, 117, -11, 117, 1, 103, 103, 13%
O=C(/C=C/c1ccc(F)cc1)NCCC1=CCCCC1
 : 8%, -1, 176, 1, 176, ., ., ., 23%
COc1ccc(NC(=O)c2cc(C3CC3)on2)c(OC)c1
 : 3%, ., ., ., ., -7, 89, 95, 4%
c1coc(CNc2nc3sc4c(c3c3ncnn23)CCCC4)c1
 : 4%, ., ., ., ., 11, 100, 89, 2%
O=C(Cc1cccs1)N1CCN(C(=O)C2CCCO2)CC1 (stereo not given)
 : -1%, -3, 164, 3, 164, 15, 107, 91, 5%
CC(=O)N1CSCC1C(=O)O (stereo not given)
 : -4%, 1, 157, -1, 157, -1, 94, 94, 5%
OC(COCC1CC=CCC1)Cn1cnc2ccccc21 (stereo not given)
 : 1%, -8, 163, 8, 163, 13, 95, 82, -61%
COc1cccc(Cn2nnc(C(=O)NCc3ccccc3Cl)c2N)c1
 : 4%, 1, 161, -1, 161, 7, 83, 76, 36%
COc1ccc(C(=O)NCC(=O)OCC(=O)NC(=O)NC2CCCCC2)cc1OC
 : 6%, 11, 173, -11, 173, 2, 94, 93, 2%
COc1cnc(-c2ccccn2)nc1Oc1ccc(Cl)c2ccccc12
 : -11%, ., ., ., ., ., ., ., -32%

Given with tabs: part of the list above.
structure	Bcl-B TR3 displacers	NFkB transloc inh	NFkB transloc inh cell count 2 µM	NFkB transloc pot	NFkB transloc pot cell count 2 µM	MRP reversal	MRP reversal cytotoxicity	MRP reversal with doxorubicin	PLAP inhibition
OC(COCC1CC=CCC1)Cn1cnc2ccccc21 (stereo not given)	1%	-8	163	8	163	13	95	82	-61%
COc1cccc(Cn2nnc(C(=O)NCc3ccccc3Cl)c2N)c1	4%	1	161	-1	161	7	83	76	36%
COc1ccc(C(=O)NCC(=O)OCC(=O)NC(=O)NC2CCCCC2)cc1OC	6%	11	173	-11	173	2	94	93	2%

Continuation:
Second line of a record – Bcl-B TR3 displacers, NFkB transloc inh, NFkB transloc inh cell count 2 µM, NFkB transloc pot, NFkB transloc pot cell count 2 µM, MRP reversal, MRP reversal cytotoxicity, MRP reversal with doxorubicin, PLAP inhibition
O=C(/C=C/c1c(Cl)cccc1Cl)n1cccn1
 : ., -22, 161, 22, 161, -13, 26, 40, .
COC(=O)c1ccn(-c2nc(-c3ccco3)cc(C(F)(F)F)n2)n1
 : -4%, -9, 152, 9, 152, -15, 72, 87, -28%
Cc1nc2ccccc2c2oc(C(=O)N3CCN(C(=O)c4ccco4)CC3)cc12
 : 2%, ., ., ., ., 0, 79, 79, -46%
N/C(=N\OC(=O)c1cccc(Br)c1)c1ccc(Br)cc1
 : -3%, 2, 127, -2, 127, ., ., ., 22%
Cc1c(S(=O)(=O)N2CCOCC2)c(=O)n(C)c(=O)n1C
 : -1%, -1, 49, 1, 49, -9, 93, 102, 14%
CCCn1nc2cc(C(=O)N(CC)c3ccc(OC)cc3)ccc2c1OCC
 : 6%, 0, 118, 0, 118, ., ., ., 5%
C/C(=N/OC(=O)c1ccc(F)cc1)c1ccc(C)cc1
 : 1%, -14, 155, 14, 155, ., ., ., 22%
CCCCN(CCCNc1ncnc2nc[nH]c12)c1ccccc1
 : 2%, ., ., ., ., -7, 76, 83, -58%
COc1ccc(NC(=O)CN(C)S(=O)(=O)c2ccccc2)cc1
 : -5%, 7, 146, -7, 146, 2, 91, 90, 30%
COc1cc(-n2nc(C)c3c2OC(N)=C(C#N)C3c2ccccc2)c(Cl)c(Br)c1O (stereo not given)
 : -48%, 1, 123, -1, 123, -2, 63, 65, 8%
CC(C)Cn1c(-c2ccco2)csc1=Nc1cccnc1
 : -52%, 6, 178, -6, 178, -10, 84, 94, -20%
O=C(Cc1ccc(F)cc1)NCCc1ccccc1
 : 14%, -8, 180, 8, 180, 23, 96, 73, 28%
O=C(COc1ccccc1)OCc1cc2ccccc2[nH]c1=O
 : 2%, -2, 71, 2, 71, 2, 102, 100, 11%
O=C(CN1CCN(c2ccccc2)CC1)c1ccc2cc[nH]c2c1
 : -2%, 8, 161, -8, 161, 5, 96, 91, 2%
Cc1ccc(C)c(S(=O)(=O)NCc2ccc(C(=O)NCc3ccccn3)cc2)c1
 : 7%, 1, 147, -1, 147, ., ., ., -48%
CCNC(=O)Cn1cnc2c1c(=O)n(C)c(=O)n2C
 : 2%, -2, 185, 2, 185, -4, 93, 98, 14%
COC(=O)/C=C/S(=O)(=O)c1ccc(NC(C)=O)cc1
 : -13%, 13, 190, -13, 190, 0, 1, 1, 14%
O=C(Nc1nnc(SCc2ccccc2)s1)c1cccs1
 : -7%, -5, 158, 5, 158, 6, 93, 87, 5%
COc1ccc(Nc2ncnc3sc(-c4ccccc4)cc23)cc1
 : -2%, -10, 171, 10, 171, ., ., ., 2%
CCOC(=O)c1c(C)[nH]c(C)c1C(=O)CSc1nnc(-c2cc(OC)c(OC)c(OC)c2)o1
 : -26%, 2, 186, -2, 186, 7, 63, 56, -16%
CN(C)/C=N/c1sc2c(c1C#N)CC(C)(C)NC2(C)C
 : ., -18, 121, 18, 121, 8, 93, 85, .
CC(C)(C)c1ccc(O)c(N)c1
 : -81%, -6, 186, 5, 186, 0, 90, 90, -2%
CC(C)(C)C(=O)N1CCC(O)(CS(=O)(=O)Cc2ccccc2Cl)CC1
 : 15%, -14, 176, 14, 176, ., ., ., 1%
O=C1CCCN1CCC1CCN(C2CC(=O)N(c3ccc(Cl)cc3)C2=O)CC1 (stereo not given)
 : -7%, 29, 102, -29, 102, 8, 100, 91, -41%
O=C(Nc1ccc(Cl)cc1)N(Cc1nnc2n1CCCCC2)c1ccccc1
 : -1%, -4, 139, 4, 139, 7, 99, 91, -62%
CCOC(=O)C1=NNC(C(=O)c2ccc(C)cc2)C1c1ccc(OC)cc1 (stereo not given)
 : -9%, -17, 151, 17, 151, -29, 44, 72, -63%
CCN(CCNC(=O)Cn1cc2c(n1)CCCC2)c1ccccc1
 : -1%, ., ., ., ., -3, 90, 94, -28%
COc1ccc(-c2noc(C3CCCN(C(=O)c4ccccc4OC)C3)n2)cc1OC (stereo not given)
 : -12%, 7, 68, -7, 68, ., ., ., -57%
O=C(NCc1ccc2c(c1)OCO2)c1cccc(N2CCCC2=O)c1
 : 0%, -15, 140, 15, 140, 8, 96, 88, 24%
COCc1nnc(NC(=O)c2ccc(S(=O)(=O)N3CCCCCC3)cc2)o1
 : -5%, ., ., ., ., -27, 43, 69, -35%
CCOC(=O)C1=C(C)Nc2nc3ccccc3n2C1c1ccncc1 (stereo not given)
 : -6%, -10, 205, 10, 205, -2, 62, 64, 3%
O=C(CN1C(=O)NC(Cc2ccccc2)C1=O)NC(=O)NC1CCCCC1 (stereo not given)
 : 10%, -32, 204, 32, 204, -16, 93, 109, -8%
Cc1ccccc1OCC(=O)Nc1ccccc1N1CCOCC1
 : ., 4, 153, -4, 153, ., ., ., .
CC(C)(C)n1nnnc1C(c1ccncc1)N1CCN(c2ccc(O)cc2)CC1 (stereo not given)
 : 22%, 4, 46, -4, 46, 9, 102, 94, -30%
CC(C)C(C(=O)Nc1ccc(N2CCOCC2)cc1)N1C(=O)c2ccccc2C1=O (stereo not given)
 : -5%, -11, 102, 11, 102, 13, 94, 82, 6%
CN(C)c1nc2c(c(=O)[nH]c(=O)n2C)n1Cc1ccc(F)cc1
 : -1%, 1, 183, -1, 183, 20, 105, 85, 6%
Cc1ccc2cc(C(c3nnnn3CC3CCCO3)N3CCc4ccccc4C3)c(=O)[nH]c2c1 (stereo not given)
 : 1%, 3, 154, -3, 154, 4, 71, 67, -49%

High-throughput results as filed in PubChem BioAssay.

A portion of the library, so the mix of outcomes need not match the whole.
